GC-A act = GC-A stimulated cGMP production enhancers – HEK293 GC-A cells, cGMP TR-FRET, EC30 ANP, primary screen; Atrial natriuretic peptide receptor 1 (Homo sapiens), P16066; 0% at EC30 ANP, 100% saturating ANP; activation, % at 10 µM; hit rate 0.14% among 370,000; AID 1671463, 2021; in the data active means activation above about 40%
mABHD4 FP = ABHD4 inhibitors, primary screen, biochemical, fluorescence polarization, mouse; (Lyso)-N-acylphosphatidylethanolamine lipase (Mus musculus), Q8VD66; purified mABHD4, FP-Rh probe fluorescence polarization; inhibition, % at 8.92 µM; hit rate 0.54% among 370,000;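 active means inhibition exceeding the mean over every tested compound plus 3 SD, cut at about 30% in these data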;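 further: 0% = plate median of compound wells and 100% = S159A mutant with DMSO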
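Test system: mABHD4 protein | Buffer or medium: HEPES pH 7.0 buffer, 150 mM NaCl, 0.01% Pluronic F-127 | Probe or stimulus: FP-Rh fluorescent activity-based probe, added after compound pre-incubation | Timing: Pre-incubation 45 min, probe exposure 60 min, at 25 °C | Technique: Fluorescence polarization, excitation 525 nm, emission 598 nm, BODIPY TMR filters | Repeats: Single well per compound (singlicate)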
GC-B act = human GC-B receptor activators, primary screen, HEK293 GC-B cells, cGMP TR-FRET, EC30 CNP; 0% at EC30 CNP, 100% saturating CNP; activation, % at 10 µM; hit rate 0.11% among 370,000; AID 1920062, 2024;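 active means activation at 10 µM reaching about 35% in either raw or pattern-adjusted values, limit read from the data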
Rev-erbA mod = modulators of Rev-erb alpha DNA binding, primary screen, biochemical, FITC-DNA, fluorescence polarization, uHTS; Nuclear receptor subfamily 1 group D member 1 (Homo sapiens), P20393; Rev-erbα–FITC-DNA binding, 90 min; activity, % at 10 µM; hit rate 0.79% among 370,000;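 active means activity above about 14%, limit read from the data; passing the limit was not always enough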;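 further: 0% = DMSO wells with 35 nM protein and 100% = DMSO wells with 750 nM protein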
Target sequence (P20393 whole entry, looked up): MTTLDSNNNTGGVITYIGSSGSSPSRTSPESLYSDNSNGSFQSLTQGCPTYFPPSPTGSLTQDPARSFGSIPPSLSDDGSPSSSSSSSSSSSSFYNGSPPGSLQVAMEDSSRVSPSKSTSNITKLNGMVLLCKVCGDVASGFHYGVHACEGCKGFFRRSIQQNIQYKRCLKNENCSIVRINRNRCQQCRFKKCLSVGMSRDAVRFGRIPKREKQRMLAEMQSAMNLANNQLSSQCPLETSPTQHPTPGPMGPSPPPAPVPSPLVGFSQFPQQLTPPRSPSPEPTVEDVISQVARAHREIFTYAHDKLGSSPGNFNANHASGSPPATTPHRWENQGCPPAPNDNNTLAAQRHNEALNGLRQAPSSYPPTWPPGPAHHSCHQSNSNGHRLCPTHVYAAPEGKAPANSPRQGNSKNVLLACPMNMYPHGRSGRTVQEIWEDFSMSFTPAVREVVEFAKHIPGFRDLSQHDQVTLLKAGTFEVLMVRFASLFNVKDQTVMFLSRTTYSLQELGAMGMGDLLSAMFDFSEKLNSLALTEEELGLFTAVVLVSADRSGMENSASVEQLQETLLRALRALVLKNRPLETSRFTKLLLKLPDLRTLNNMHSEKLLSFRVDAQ
ARFGAP1 inh = inhibitors of rat ARFGAP1 GAP activity, primary screen, biochemical, fluorescence polarization, GDP tracer. ADP-ribosylation factor GTPase-activating protein 1 (Rattus norvegicus), Q62848. Arfgap1-stimulated ARF1 GTP hydrolysis, GDP FP detection. inhibition, % at 16.5 µM. hit rate 0.26% among 360,000. AID 651572, 2012;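 active means inhibition above a per-plate limit, mean inhibition of low control wells plus 3 SD, cut at about 25% in these data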;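 further: 0% = DMSO wells with enzyme and 100% = wells lacking Arfgap1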
Target sequence (Q62848 1-136 limits assumed): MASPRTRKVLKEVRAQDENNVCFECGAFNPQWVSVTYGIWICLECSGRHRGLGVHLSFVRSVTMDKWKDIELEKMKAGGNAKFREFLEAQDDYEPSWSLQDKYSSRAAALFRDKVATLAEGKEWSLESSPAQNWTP
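Assay system: Rat Arfgap1 GAP domain (His6, aa 1-136), purified enzyme | Buffer or medium: HEPES 25 mM pH 7.5, NaCl 150 mM, MgCl2, DTT | Schedule: GTP hydrolysis reaction 2 h at 25 °C | Signal: FP of antibody-bound GDP Alexa 633 tracer, ex 620/em 688 nm | Measure: Percent inhibition of Arfgap1-stimulated GTP hydrolysis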
PG9 Ab binder = binders of HIV-1 gp120 antibody PG9, primary screen, biochemical, TR-FRET; HIV-1 gp120 / PG9 antibody interaction; TR-FRET gp120-PG9 antibody binding; inhibition, % at 6.7 µM; hit rate 0.43% among 360,000; AID 624416, 2012; in the data active means inhibition above about 8.5%
ASAP1 inh = inhibitors of human ASAP1 ArfGAP activity, primary screen, biochemical, fluorescence polarization; Arf-GAP with SH3 domain, ANK repeat and PH domain-containing protein 1 (Homo sapiens), …; ASAP1-stimulated ARF1 GTP hydrolysis, GDP FP detection; inhibition, % at 16.5 µM; hit rate 0.19% among 360,000; in the data active means inhibition above about 25%;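 further: 0% = vehicle with enzyme and substrate and 100% = no enzyme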
HTRA1 inhibitor = HTRA1 serine protease inhibitors, primary screen, biochemical, fluorescence polarization, HTS | recombinant HTRA1, FP-rhodamine activity-based probe | inhibition, % at 5.96 µM | hit rate 0.5% among 340,000 | AID 504803, 2011; in the data active means inhibition above about 36%;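 further: 0% = enzyme with DMSO and 100% = wells lacking enzyme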
rCAG RNA binder = binders of r(CAG) RNA repeats, primary screen, biochemical, fluorescence. r(CAG) RNA repeat, TO-PRO-1 dye displacement fluorescence. inhibition, % at 3 µM. hit rate 1.3% among 370,000;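 active means inhibition above the plate cutoff, the mean of all test compounds on that plate plus 3 SD, cut at about 35% in these data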;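 further: 0% = DMSO alone and 100% = 100 µM mitoxantrone as full dye displacement; higher means more dye released from RNA so lower well fluorescence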
SMARCA2 act = SMARCA2 (BRM) function activators, primary screen, cell-based, luminescence, high throughput. AID 652017, 2013. MG213 cells, MMTV-luciferase reporter, dexamethasone, overnight. hit rate 1% among 370,000. activation, % at 9.1 µM; in the data active means activation above about 7.8%;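 further: 0% = vehicle wells and 100% = reference activator wells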
* marks the source's active call; other numbers are inactive results; . = not tested or not shown.

Screens in order: GC-A act, mABHD4 FP, GC-B act, Rev-erbA mod, ARFGAP1 inh, PG9 Ab binder, ASAP1 inh, HTRA1 inhibitor, rCAG RNA binder, SMARCA2 act
COc1cc2nc3n(c(=O)c2cc1OC)-c1cc2ccccc2cc1C(=O)NC3CC(C)C (centres undefined)
 : -3.6, -13.9, -8.4, 3.9, 2.8, -0.3, -0.9, -46.0, 5.4, 1.9
C/C(=C\c1ccccc1)C(=O)N1CCN(Cc2ccc3c(c2)OCO3)CC1
 : 22.9, 6.1, 5.0, 1.3, 5.7, -0.3, -9.0, 1.2, -7.8, -1.8
C/C=C/c1cc(CN2CCN(c3ccccc3)CC2)c(O)c(OC)c1
 : 2.6, 2.5, 1.9, -5.9, 7.2, -2.0, 8.3, 0.0, -3.7, 3.5
CC(C)CCNC(=O)NC(=O)COC(=O)/C=C/c1cccc([N+](=O)[O-])c1
 : -2.9, 2.8, -1.7, -2.8, 0.0, 1.5, 8.5, 10.8, -4.8, -2.6
CS(=O)(=O)N(CCc1ccccc1)CC(=O)NCc1ccco1
 : -1.0, 1.3, 4.2, 4.5, -2.8, 0.2, 13.5, 1.2, 0.1, 0.1
CCCn1c(N)c(N(CCOC)C(=O)/C=C/c2cccc(Cl)c2)c(=O)[nH]c1=O
 : 0.3, 3.6, 4.1, -3.1, -6.5, 1.9, 0.5, -5.0, 2.1, -2.9
CCCC(c1nnnn1CS(=O)(=O)c1ccc(C)cc1)N1CCN(c2ccc(F)cc2)CC1 (centres undefined)
 : -2.4, 6.8, 2.3, 1.1, 18.8, 0.1, 2.5, -6.7, -3.0, -0.8
Cc1csc2c(NC3CCN(Cc4ccccc4)CC3)ncnc12
 : 6.7, -1.0, 3.5, 1.1, 4.2, -3.2, -1.7, -2.2, -5.1, -2.0
CCCN(CC(=O)Nc1ccccc1C)C(=O)C1CCN(S(=O)(=O)c2cccc(C(F)(F)F)c2)CC1
 : -2.8, -3.8, -1.1, -3.7, 10.2, -1.1, -1.4, 0.5, -4.3, -1.2
COc1ccc(OCC(=O)OCC(=O)N2CC(=O)Nc3ccccc32)cc1
 : 2.3, 3.9, -3.2, 0.8, 10.9, 1.8, 5.3, -1.5, -1.9, -6.4
Cc1ccc(-c2c[nH]c(=S)n2-c2ccccc2)cc1
 : -1.5, -0.2, 9.6, -3.8, -4.3, 2.5, 1.3, -0.1, 0.1, 3.7
Cc1ccc(C)c(CSC2=NCCN2C(=O)Cc2ccc([N+](=O)[O-])cc2)c1
 : -2.5, -4.5, -3.4, -1.9, 15.4, -3.3, 16.0, -5.2, 9.3, -3.2
CCCS(=O)(=O)N1CCN(C(=O)c2ccccc2F)CC1
 : -3.5, -0.1, 5.4, -3.2, 7.0, -0.6, -4.9, -0.4, -8.8, 3.0
Cc1noc(C)c1CSc1nc2sc(C)c(C)c2c(=O)n1C1CCCC1
 : 1.8, -7.5, 2.0, -0.4, 1.1, 0.9, -7.4, 0.6, -0.6, -3.9
CSc1ccccc1C(=O)OCC(=O)Nc1ccc(N2CCOCC2)cc1
 : -0.4, 8.1, -1.9, -0.1, 2.0, -1.2, 6.3, 0.8, 2.6, -2.9
O=C(Nc1cc(-c2ccccc2)nn1-c1c(Cl)cccc1Cl)c1ccc(F)cc1
 : -1.7, -9.2, -2.0, -5.6, 1.9, -2.4, 10.5, -93.7, 2.4, -0.2
COc1ccc(N2CCN(C(=O)c3cn(C)c4ccc(S(=O)(=O)N5CCOCC5)cc4c3=O)CC2)cc1
 : -0.8, -0.3, 3.4, 3.3, -6.5, -0.2, 5.1, 5.1, -1.9, -3.2
CC(=O)Nc1cc2nn(-c3ccccc3)nc2cc1Cl
 : 21.9, 1.6, 0.2, 5.9, -2.7, 0.3, -10.3, 0.1, -2.6, 2.0
Clc1ccc(OCc2nnnn2-c2ccccc2)cc1
 : 0.5, 0.6, 1.5, -5.8, -19.0, -0.9, 1.3, -3.4, -7.3, -0.7
CCCCCCCCS(=O)C1CCS(=O)(=O)C1 (centres undefined)
 : 2.5, -6.0, 11.3, 9.2, 2.3, -1.9, 3.9, -0.6, -0.9, 0.3
Cc1ccc(C(=O)NCC(C)NC(=O)c2ccc(C)c([N+](=O)[O-])c2)cc1[N+](=O)[O-] (centres undefined)
 : 3.7, 0.3, 4.6, -5.5, 7.4, 1.4, 1.1, 3.2, 1.1, 1.0
ON=C(CCc1ccccc1)c1ccccc1
 : 4.3, -12.6, 2.9, 2.9, 4.0, -3.0, -9.0, ., 0.3, 7.8
CCc1cc(=O)oc2c3c(cc(OCC(=O)NC4CC4)c12)OC(C)(C)CC3
 : -14.0, -2.3, -23.7, -10.9, 5.8, 1.0, -4.0, 0.3, -6.2, 0.3
COc1cc(OC)cc(C(=O)NCCN2C(=O)S/C(=C\c3cccs3)C2=O)c1
 : -11.9, -6.7, -4.8, -0.2, 12.7, -1.2, 9.5, -13.5, -0.8, 0.4
COc1cccc(CNC(=O)COc2cc(O)c3c(c2)OC(C)(C)CC3=O)c1
 : -3.4, -3.6, -1.8, -6.9, 14.8, -1.2, 0.9, -6.9, -2.0, -1.3
Cn1c(CC(=O)NCCO)c(Sc2ccccc2)c2ccccc21
 : 1.2, 0.1, -0.4, -3.1, -7.8, 0.5, 1.9, 2.2, -4.1, -3.9
CC(NC(=O)c1ccccc1Cl)c1ccc(-n2ccnc2)cc1 (centres undefined)
 : 2.6, 4.0, 1.7, -4.2, -4.8, -2.0, 10.1, 0.5, -4.6, -0.3
COc1ccc(N2C(=S)NC3CS(=O)(=O)CC32)cc1 (centres undefined)
 : 4.9, 4.0, 0.7, 0.6, 5.7, -0.1, -7.5, 3.3, -0.3, -0.7
CCCC(=O)O[C@]1(C(=O)CO)CC[C@H]2[C@@H]3CCC4=CC(=O)CC[C@]4(C)[C@H]3[C@@H](O)C[C@@]21C
 : 0.5, -1.5, -3.9, -5.2, 4.7, -0.3, -8.3, 1.9, -0.5, -2.2
COC(=O)c1ccc(OC(=O)CCS(=O)(=O)c2ccc(C)cc2)cc1
 : -2.1, 0.3, -5.7, -0.6, -6.1, -1.3, 15.4, 1.0, -2.9, 1.4
CCn1cnc2cc(NS(=O)(=O)c3ccc(OC)c(OC)c3)ccc21
 : -2.5, -2.3, -4.1, -1.0, 11.1, -2.5, 4.0, 7.2, -1.4, -4.1
CSc1ccc(C(=S)N2CCN(CCO)CC2)cc1
 : 3.4, -0.1, 4.7, -1.4, -5.2, -1.4, -7.6, 5.0, -3.2, -1.7
COC(=O)c1ccc([C@@H](O)[C@H](C)C(=O)CC(=O)OC(C)(C)C)cc1
 : 0.1, -4.6, 5.4, -0.8, 8.8, -3.2, -15.6, -0.5, -1.4, 0.5
Cc1cc(C(=O)NC2CCCCCCC2)ccc1[N+](=O)[O-]
 : -3.3, -4.9, -3.0, 2.4, 3.7, -2.8, -2.3, -4.5, 6.8, 5.5
CCC1(CC)CNC(=O)NC1
 : -0.4, 9.2, 2.2, -0.2, 6.6, -0.7, -4.8, 4.2, 1.1, 5.2
O=C(NCCC1=CCCCC1)C1CCN(C(=O)Nc2ccccc2)CC1
 : -0.5, 3.9, 1.9, 1.6, -5.2, -1.2, 11.2, 0.4, -3.0, 1.6
COCCN(C(=O)c1csnn1)C(C(=O)NC1CCCCC1)c1ccccc1 (centres undefined)
 : 1.9, 3.7, 4.1, 0.2, -4.6, 1.2, 5.9, 1.9, -0.3, 0.4
COc1ccc(NC(=O)CN2CCN(CC(=O)Nc3ccccc3F)CC2)c(OC)c1
 : 1.3, -2.2, 8.2, 0.6, 11.0, -1.0, -1.5, 0.9, -9.8, -0.1
CCOC(=O)C(C)Sc1cc(CS(=O)(=O)c2ccccc2)nc(-c2ccccc2)n1 (centres undefined)
 : -6.4, -8.5, -16.6, 29.4*, 7.5, -0.3, -6.6, -29.4, -2.7, -2.3
COC(=O)c1ccc(C(=O)OC)c(NC(=O)COC(=O)c2ccccc2OC)c1
 : 7.0, -2.5, -1.1, 16.4, -6.1, 5.0, 17.4, 4.5, -1.4, -0.7

Compound profiles (already shown). Values in the order: GC-A act | mABHD4 FP | GC-B act | Rev-erbA mod | ARFGAP1 inh | PG9 Ab binder | ASAP1 inh | HTRA1 inhibitor | rCAG RNA binder | SMARCA2 act
`COC(=O)c1ccc(C(=O)OC)c(NC(=O)COC(=O)c2ccccc2OC)c1` is listed as 7.0 | -2.5 | -1.1 | 16.4 | -6.1 | 5.0 | 17.4 | 4.5 | -1.4 | -0.7
`CCOC(=O)C(C)Sc1cc(CS(=O)(=O)c2ccccc2)nc(-c2ccccc2)n1` (centres undefined) is listed as -6.4 | -8.5 | -16.6 | 29.4* | 7.5 | -0.3 | -6.6 | -29.4 | -2.7 | -2.3

Further compounds.
Screens in order: GC-A act, mABHD4 FP, GC-B act, Rev-erbA mod, ARFGAP1 inh, PG9 Ab binder, ASAP1 inh, HTRA1 inhibitor, rCAG RNA binder, SMARCA2 act
Cc1ccc(S(=O)(=O)N2CCOC2CNC(=O)C(=O)NCCc2c[nH]c3ccccc23)cc1 (centres undefined)
 : 0.0, 1.9, -2.5, -2.8, 3.5, -2.7, 16.9, 0.0, 9.4, -1.1
COc1cccc(CN2CCNC(=O)C2CC(=O)NCCCn2ccnc2)c1 (centres undefined)
 : 1.5, 5.5, 0.3, -5.0, -3.3, 1.2, -11.5, 5.0, -0.3, -2.1
CC(C)CCc1noc(CN(C)CC2CCN(Cc3ccccc3)CC2)n1
 : 1.7, 3.1, -2.1, -6.5, -9.4, 0.2, -2.9, 3.7, -11.4, -1.2
CCC(=O)c1ccc(OCC(=O)OCC(=O)NC2CCCC2)cc1
 : 2.2, -2.7, -4.6, 5.7, 6.2, -1.1, -8.1, 5.0, -2.7, -2.2

As entered above.
CC(C)CCc1noc(CN(C)CC2CCN(Cc3ccccc3)CC2)n1 – GC-A act: 1.7
Cc1ccc(S(=O)(=O)N2CCOC2CNC(=O)C(=O)NCCc2c[nH]c3ccccc23)cc1 (centres undefined) – ASAP1 inh: 16.9
